Assay outcomes: PubChem BioAssay, The Scripps Research Institute Molecular Screening Center
TbREL1 primary: TbREL1 inhibition, primary screen; TbREL1 RNA ligation, FRET fluorescence; inhibition, % at 9.66 µM; 0.49% of 89,000 active; AID 1117264;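 active = inhibition above the mean inhibition across all screened compounds plus 3 SD, cut at about 11% in these data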;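 also: 0% = plate median of test wells and 100% = NSC42067 control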
Target sequence (P86926 whole entry, looked up): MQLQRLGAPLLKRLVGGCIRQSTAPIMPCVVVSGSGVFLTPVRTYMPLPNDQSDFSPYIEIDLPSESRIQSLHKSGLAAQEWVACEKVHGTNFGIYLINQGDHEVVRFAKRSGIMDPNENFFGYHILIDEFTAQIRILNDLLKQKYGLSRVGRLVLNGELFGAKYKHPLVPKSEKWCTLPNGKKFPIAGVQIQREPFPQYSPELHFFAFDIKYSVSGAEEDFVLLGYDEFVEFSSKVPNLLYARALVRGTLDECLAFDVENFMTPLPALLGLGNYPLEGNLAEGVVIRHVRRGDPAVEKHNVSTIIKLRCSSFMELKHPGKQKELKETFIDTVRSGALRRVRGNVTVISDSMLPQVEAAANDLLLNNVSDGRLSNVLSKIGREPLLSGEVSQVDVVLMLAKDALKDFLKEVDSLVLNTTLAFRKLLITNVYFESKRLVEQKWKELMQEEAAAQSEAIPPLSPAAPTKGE
Starred values were filed as active, the others as inactive. The list is partial; count on the stated rates, not on these rows.

SMILES	TbREL1 primary
CC1=C(C(=O)N(C(C)C)C(C)C)CC(CC(=O)NCCCN(C)C)C(=O)N1Cc1ccc(F)cc1 (stereo unspecified)	3.8
CC1=CC(C)(C)N2C(=O)C(=O)c3cc(OC(=O)c4ccco4)cc1c32	3.1
Cc1cc(NS(=O)(=O)c2ccc(NC(=O)CSc3nnc(-c4ccco4)n3-c3ccc(Cl)cc3)cc2)nc(C)n1	-1.7
CC(C)CNS(=O)(=O)c1ccc(OCC(=O)Nc2ccc3c(c2)OCO3)c(Cl)c1	-0.2
O=C(c1ccc(N2CCCCC2)c([N+](=O)[O-])c1)N1CCN(S(=O)(=O)c2ccccc2)CC1	2.6
COc1ccc(NC(=O)CC2Sc3ncnn3C2=O)cc1 (stereo unspecified)	-1.0
COc1ccccc1N1C(=O)C2CCC(c3ccccc3)CC2C1=O (stereo unspecified)	-0.8
O=c1c2sccc2n(Cc2cc(=O)n3ccccc3n2)c(=O)n1-c1ccccc1	7.8
CCCOc1ccc(N2C(=O)CC(N3CCN(c4ccccc4OC)CC3)C2=O)cc1 (stereo unspecified)	-4.0
O=C(NCc1ccccc1Cl)C1CCN(S(=O)(=O)c2ccc(-n3cnnn3)cc2)CC1	6.2
Cc1nc(-c2ccc(S(=O)(=O)Nc3ccc(S(N)(=O)=O)cc3)cc2)co1	1.5
O=C(c1ccc2c(c1)OCO2)N1CCN(c2ccccc2)CC1	-2.2
COc1cccc(/C=N/Nc2cc(Cl)nc(C)n2)c1O	0.6
CC(C)COc1ccc(C(=O)Nc2sc3c(c2C(=O)O)CC(C)(C)OC3)cc1	-1.6
COc1cccc(N=c2oc3ccc(OC)cc3cc2-c2nc3ccccc3[nH]2)c1	-2.7
COc1ccc(S(=O)(=O)N2CCN(C(=O)c3ccc(=O)[nH]n3)CC2)cc1OC	1.8
O=c1cc(-c2ccsc2)oc2ccc(-c3ccc4cc[nH]c4c3)cc12	-0.6
Cc1ccc(S(=O)(=O)NC(CC(C)C)C(=O)NCc2ccco2)cc1 (stereo unspecified)	-2.6
Nn1c(SCC(=O)NC2CCCCC2)nnc1-c1cc(-c2ccccc2)n[nH]1	-1.5
O=C(CC(c1ccccc1)c1ccccc1)NCC1CCCO1 (stereo unspecified)	0.6
COc1cc(/C=N/NC(=O)C(=O)NCC2CCCO2)cc(Cl)c1O (stereo unspecified)	-5.5
CC(C)C[C@H]1COc2cc(N3CC[C@@H](O)C3)ccc2S(=O)(=O)N1	7.4
Cc1ccc(S(=O)(=O)N2[C@@H](c3ccc(C(C)C)cc3)C(C(=O)O)=C[C@H]2C(C)(C)C)cc1	6.0
Cc1cc(N2CCN(S(=O)(=O)Cc3ccccc3)CC2)n2ncnc2n1	1.2
Cc1onc(-c2ccccc2Cl)c1C(=O)NC1CCS(=O)(=O)C1 (stereo unspecified)	0.8

Random excerpt: 5 records from the list, in no set order.
SMILES	TbREL1 primary
CC1=C(C(=O)N(C(C)C)C(C)C)CC(CC(=O)NCCCN(C)C)C(=O)N1Cc1ccc(F)cc1 (stereo unspecified)	3.8
COc1cccc(N=c2oc3ccc(OC)cc3cc2-c2nc3ccccc3[nH]2)c1	-2.7
CCCOc1ccc(N2C(=O)CC(N3CCN(c4ccccc4OC)CC3)C2=O)cc1 (stereo unspecified)	-4.0
COc1ccccc1N1C(=O)C2CCC(c3ccccc3)CC2C1=O (stereo unspecified)	-0.8
CC(C)COc1ccc(C(=O)Nc2sc3c(c2C(=O)O)CC(C)(C)OC3)cc1	-1.6

New compounds follow:
SMILES	TbREL1 primary
COC(=O)CNC(c1ccccc1)c1cc(C)ccc1NS(=O)(=O)c1ccc(C)cc1 (stereo unspecified)	0.5
CC(C)C[C@H]1CNC(=S)N1C[C@H]1CCCN1C[C@H](Cc1ccc(O)cc1)N1C[C@H](Cc2ccccc2)N(CC2CCCCC2)C1=S	-4.3
Cc1ccc2c(c1)NC(=O)C(CC(=O)NCc1ccc(F)cc1)O2 (stereo unspecified)	4.3
Cc1cc2c(=O)oc(-c3ccc(F)cc3)nc2s1	6.2
Cc1cc(N2CCOCC2)nc2ccc(NC(=O)CCC(=O)N3CCN(c4cccc(C(F)(F)F)c4)CC3)cc12	1.7
CCc1nn(C(C)C(=O)N2CC(C)CC(C)C2)c(=O)c2cc3occc3n12 (stereo unspecified)	-1.5
O=c1[nH][nH]c2c1[C@H](CCc1cccc(Cl)c1)O[C@H](C1CCCC1)C2	-2.8
CC(NC(=O)CNC(=O)C1CCCCC1)c1ccc(S(N)(=O)=O)cc1 (stereo unspecified)	1.2
CCCCNC(=O)c1ccccc1NC(=O)CN(c1ccccc1)S(=O)(=O)N(C)C	-2.8
Cc1ccc(/C=C/S(=O)(=O)NCC(=O)OCC(=O)N2CC(=O)Nc3ccccc32)cc1	-0.7
CC(C)C(NS(=O)(=O)c1cccc2nsnc12)C(=O)NCc1ccco1 (stereo unspecified)	-0.1
CN(C)C(=O)CSc1ccc(S(=O)(=O)N2CCCC2)cn1	1.9
CC(=O)Oc1ccc(C(=O)OCC(=O)c2c(N)n(C)c(=O)n(C)c2=O)cc1OC(C)=O	-5.1
COc1cccc(CN(C)C(=O)[C@@H](Cc2ccccc2)NC(=O)[C@H]2O[C@@H](n3ccc(=O)[nH]c3=O)[C@H](O)[C@@H]2O)c1	-2.0
CCCCOC(=O)Cn1c(=O)n(CC(=O)OCCCC)c2cc(C)ccc21	-2.6
CN(CC(=O)Nc1cccc(S(=O)(=O)NC2=NCCC2)c1)Cc1ccccc1Cl	-2.5
Cc1cc(NC(=O)C(C)SCC(=O)OC(C)C(=O)Nc2cccc(C#N)c2)no1 (stereo unspecified)	-1.5
CC(NC(=O)Nc1ccc(F)cc1)c1ccc2c(c1)OCO2 (stereo unspecified)	3.8
O=C(C[C@H]1C/C=C\CCC(=O)OC[C@H]2CCCN2C1=O)NCCO	0.1
O=C(NCCc1ccccc1)c1ccnc(/C=N/O)c1	2.4
CSc1nc2n(n1)C(c1cc(Br)ccc1F)C(C(=O)N(C)C)=C(C)N2 (stereo unspecified)	-4.1
Nc1cccc(S(=O)(=O)Nc2ccc(Br)cc2)c1	0.1
COc1ccc(N(Cc2ccccc2)S(=O)(=O)c2cccc(C(=O)NCC3CCCO3)c2)cc1 (stereo unspecified)	-1.2
Cc1cc(O)c(C(C)C)cc1NC(=O)c1ccc(Cl)cc1	-0.3
COc1ccc(NC(=O)C2(C)Cc3c(-c4cccc(C(F)(F)F)c4)ccnc3O2)cc1OC (stereo unspecified)	1.4
(continued)
SMILES	TbREL1 primary
CSCC[C@@H](CO)NC(=O)[C@H]1O[C@@H](n2ccc(=O)[nH]c2=O)[C@H](O)[C@@H]1O	-2.2
COc1ccc(N2CCN(C(=O)CSc3nnc4c(C)cc5c(C)cc(C)cc5n34)CC2)cc1	-6.4
Cc1nnc(NC(=O)CSc2nc(CC(C)C)nc3c2c(=O)n(C)c(=O)n3C)s1	-2.4
CCCSc1nc(NCc2ccco2)c2c3c(sc2n1)COC(C)(CC)C3 (stereo unspecified)	-0.2
COc1ccc(C(C(=O)Nc2ccc3c(c2)OCO3)N(C)C(=O)Cc2c[nH]c3ccccc23)cc1 (stereo unspecified)	-6.4
O=C(CNC(=O)C1COc2ccccc2O1)N/N=C/c1ccc([N+](=O)[O-])cc1 (stereo unspecified)	5.4
CCOC(=O)c1ccc(Oc2nc(NC(C)(C)C)nc(N(C)C)n2)cc1	-2.3
COc1cccc(NC(=O)C2CCN(c3ncccn3)CC2)c1	-1.2
O=C1NC(c2cccs2)Nc2ccccc21 (stereo unspecified)	4.5
COc1ccc(Br)c(Cn2c(C)c(C(=O)NCCC#N)sc2=O)c1	-1.2
Cc1sc2ncn(C(C)C(=O)OC3CCCCC3)c(=O)c2c1C (stereo unspecified)	-2.2
Cc1ccc(S(=O)(=O)N2[C@H](CC(=O)c3cccc4ccccc34)OC[C@@H]2C)cc1	3.1
Cc1ccc(-c2nnn(CC(=O)N(CC3CCCO3)C(C(=O)NC3CCCC3)c3ccc(F)cc3)n2)o1 (stereo unspecified)	-0.7
CN(C(=O)c1cccc(NC(=O)Cc2cccc(NC(=O)C3CCCN(C(=O)C4CC4)C3)c2)c1)C1CC1 (stereo unspecified)	-0.5
CCc1ccc(NC(=O)CSc2nc3ncc(Br)cc3[nH]2)cc1	0.1
COC(=O)[C@]12CCCCC=C1N(Cc1ccc(OC)cc1)C(=O)[C@@H]2CC(=O)N1CCOCC1	-3.2
O=C1C2C3C=CC(O3)C2C(=O)N1N=Cc1cccc2ccccc12 (stereo unspecified)	2.7
CCOC(=O)C(C)Sc1nnc(Cc2cc(=O)[nH]c(=O)[nH]2)n1-c1ccc(OCC)cc1 (stereo unspecified)	-0.2
CCC(=O)N1CCCC(C)(C(=O)Nc2ccc(C)c(C)c2)C1 (stereo unspecified)	-1.3
COCCCNC(=S)NNC(=O)C(O)(c1ccccc1)c1ccccc1	-4.5
Cc1c(C(=O)N2CCC(C)CC2)sc2ncnc(N3CCN(c4ccccc4)CC3)c12	-0.8
CCOC(=O)/C(C#N)=N/Nc1ccccc1C(=O)O	1.5
C[C@@H](C(=O)NCCc1c[nH]c2ccccc12)[C@H]1C[C@]1(C)[C@H](NC(=O)OCc1ccccc1)c1ccccc1	-1.2
COc1ccc(/C=N/NC(=O)c2nc(-c3ccccc3)cc(-c3ccccc3)n2)cc1O	-4.4
CCOC(=O)c1ccc(NS(=O)C23CC4CC(CC(C4)C2)C3)cc1 (stereo unspecified)	6.3
Other records:
SMILES	TbREL1 primary
O=C(COc1ccc(Cl)cc1Cl)NC(=O)N1CCOCC1	4.1
COc1ccc(C(=O)Nc2ccc(CN3CCOCC3)cc2)cc1	0.1
CC(NC(=O)C(c1ccccc1)c1ccccc1)c1ccc(S(N)(=O)=O)cc1 (stereo unspecified)	1.7
CS(=O)(=O)N1CCN(c2ccc(NC(=O)c3ccccc3)cc2)CC1	-2.4
c1ccc(-c2nnc3n2-c2ccccc2SC3)cc1	3.4
O=S(=O)(c1ccc2c(c1)OCCO2)N1CCC(c2nc3ccccc3[nH]2)CC1	1.4
CC(C)CN1C(=O)c2ccccc2C1c1nnnn1-c1ccc2c(c1)OCCO2 (stereo unspecified)	-3.3
CCOc1nc(-c2ccccc2)ccc1-c1noc(-c2cccs2)n1	7.1
COc1cc(-c2nnc(SCC(=O)/C(C#N)=C(\C)N)o2)cc(OC)c1OC	2.7
O=C(Nc1cccc2ncccc12)C12CC3CC(CC(C3)C1)C2	-0.3
CCN1c2ccc(S(=O)(=O)N3CCOCC3)cc2N(Cc2ccc(OC)cc2)C1C (stereo unspecified)	1.8
CCOc1ccc(-n2c(C)nnc2SCC(=O)N(CC)CC)cc1	1.0
O=C(CCN=C1NS(=O)(=O)c2ccccc21)OCc1nnc(-c2ccccc2)o1	-0.3
CCOc1ccccc1C(=O)NCC(=O)Nc1ccc(-c2ccccc2)cc1	3.2
CC1(C)OC(=O)C2=C(C[C@@H](C3CCCCC3)O[C@H]2c2ccccc2)O1	-2.2
CN(C)c1ccc(C(=O)c2ccc(O)cc2O)cc1	-1.0
Cc1ccc(CSCCNC(=O)c2ccc(Cl)c(S(=O)(=O)N3CCOCC3)c2)cc1	1.5
O=C(C1CCC1)N1CCN(c2ccc(Cl)cc2)CC1	-0.7
O=C(c1ccc2c(c1)C(=O)N(Cc1ccco1)C2O)N1CCOCC1 (stereo unspecified)	7.0
N#CC1=C(N)Oc2cc3ccccc3cc2C1c1cccnc1 (stereo unspecified)	1.4
C=C(C)Cn1c(SCC(=O)O)nnc1-c1ccc(OC)cc1	1.6
N#C/C(=C/c1ccc(Sc2nc3ccccc3[nH]2)o1)c1ccccc1F	4.1
CC1=C(C(=O)OCCNC(=O)c2cccnc2)C(c2cccc([N+](=O)[O-])c2)C(C(=O)OCCN(C)C)=C(C)N1 (stereo unspecified)	-2.5
CN(Cc1ccccc1)S(=O)(=O)c1cccc(C(=O)OCc2ccccc2Cl)c1	1.7
CCOC(=O)c1cccc(NC(=O)COC)c1	-1.7
(listing goes on)
SMILES	TbREL1 primary
Cc1c(NC(=O)c2ccc(S(=O)(=O)N(C)C)cc2)cccc1-n1cnnn1	2.3
COC(=O)CNC(=O)C12CC3(C)CC(C)(CC(C)(C3)C1)C2	-3.2
COC(=O)C(Cc1ccccc1)NS(=O)(=O)c1ccc(F)cc1Br (stereo unspecified)	-2.1
O=C(O)CC1(CC(=O)Nc2ccc(F)c(Cl)c2)CCCCC1	0.5
COc1ccc(N2CCN(CCCNC(=O)Cn3c(=O)c4cccn4c4cccnc43)CC2)c(OC)c1	-7.3
Cc1cccc(NC(=O)c2nc[nH]c2C(=O)N[C@@H](CC(C)C)C(=O)OC(C)(C)C)c1	2.1
COc1ccccc1OCc1ccc(C(=O)Nc2cc(OC)c(OC)c(OC)c2)o1	-2.2
COc1cccc(CNC(=O)N2CCN(c3ccccc3)CC2)c1	-3.4
COc1ccc2[nH]c(CN3CCN(CC=C(C)C)C(CCO)C3)c(C)c2c1 (stereo unspecified)	-5.9
CCOC(=O)Cn1c(=O)oc2cc(S(=O)(=O)NCCCc3ccccc3)ccc21	-2.8
CCCCN(C(=O)NCCCCCCNC(=O)N(CCCC)C1CCS(=O)(=O)C1)C1CCS(=O)(=O)C1 (stereo unspecified)	-1.4
COc1ccc(C(CC(=O)O)NC(=O)c2cccs2)cc1 (stereo unspecified)	1.0
CC(=O)/C(=N/Nc1ccccc1Cl)Sc1nnc(C(O)c2ccccc2)n1-c1ccccc1 (stereo unspecified)	-2.4
CN1CCN(c2ccc([N+](=O)[O-])cc2NC(=O)c2cccs2)CC1	6.4
CCC(C)(C)C(=O)N1CCc2cc(S(=O)(=O)N(C)Cc3ccco3)ccc21	-3.5
Cn1c(-c2ccc(C(F)(F)F)cc2)cc2onc(-c3ccccc3)c2c1=O	0.4
CCOC(=O)C1CCN(S(=O)(=O)c2ccc3c(ccn3C)c2)CC1	-2.6
c1ccc(COCCc2cn(Cc3ccccc3)c3ccccc23)cc1	0.9

Exported with the structure last: part of the list above.
TbREL1 primary | SMILES
1.0 | COc1ccc(C(CC(=O)O)NC(=O)c2cccs2)cc1 (stereo unspecified)
0.4 | Cn1c(-c2ccc(C(F)(F)F)cc2)cc2onc(-c3ccccc3)c2c1=O
-2.1 | COC(=O)C(Cc1ccccc1)NS(=O)(=O)c1ccc(F)cc1Br (stereo unspecified)
-7.3 | COc1ccc(N2CCN(CCCNC(=O)Cn3c(=O)c4cccn4c4cccnc43)CC2)c(OC)c1
0.9 | c1ccc(COCCc2cn(Cc3ccccc3)c3ccccc23)cc1
-1.4 | CCCCN(C(=O)NCCCCCCNC(=O)N(CCCC)C1CCS(=O)(=O)C1)C1CCS(=O)(=O)C1 (stereo unspecified)
